DAGLB inhibitor = DAGLB lipase inhibitors, primary screen, biochemical, fluorescence, HTS; AID 504411, 2011; inhibition, % at 5.17 µM; 0.059% of 340,000 active; Diacylglycerol lipase-beta (Homo sapiens), Q8NCG7; HEK293T DAGLB membrane lysate, EnzChek fluorogenic substrate; in the data active means inhibition above about 34%;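 further: 0% = enzyme with vehicle and 100% = wells lacking enzyme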
SR-BI DiI-HDL act = activators of SR-BI mediated DiI-HDL uptake, primary screen, ldlA[mSR-BI] CHO cells, DiI fluorescence. AID 504775, 2011. 0.096% of 320,000 active. 3 h; 100 = double the neutral-control signal. activation, % at 12.5 µM;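 active means mean replicate activation of at least 60% and every replicate at or above 60%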;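 further: 0% = median plate neutral-control signal and 100% = twice that signal; values of inactives mirror those of a sister screen read the other way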
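Assay system: CHO ldlA[mSR-BI] cells, LDL receptor-null, SR-BI overexpressing; medium: Ham's F12 with 0.5% BSA, HEPES 25 mM, pH 7.4; also added: DiI-HDL 10 µg/mL; timing: 3 h uptake period with compound, 37 °C; signal: DiI fluorescence, bottom read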
C-LANA FP = inhibitors of KSHV C-LANA binding to DNA, primary screen, biochemical, fluorescence polarization, FAM-LBS DNA, MBP-C-LANA, single point; Kaposi's sarcoma herpesvirus LANA C-terminal domain (residues 932-1162) DNA binding; inhibition, % at 9 µM; 0.078% of 340,000 active; AID 504423, 2011;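 active means highest replicate inhibition at or above 60% at 9 µM, even if other replicates fall short; inactive means all replicates below 60% inhibition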;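 further: 0% = neutral control wells and 100% = 4 µM acridine orange control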
RTF Ca sens inh = cardiac RTF calcium sensitivity inhibitors, primary screen, biochemical, IANBD-TnC fluorescence, EC70 calcium. inhibition, % at 7.15 µM. Troponin I, cardiac muscle (Homo sapiens) + Troponin T, cardiac muscle (Homo sapiens) + …. IANBD-labeled cardiac RTF, Ca2+ fluorescence. 0.12% of 340,000 active;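 active means inhibition above the mean inhibition of all tested compounds plus 3 SD, cut at about 17% in these data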;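 further: assay run at fixed EC70 calcium of 1.6 mM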
SR-BI HDL uptake = inhibitors of SR-BI mediated HDL lipid uptake, primary screen, ldlA[mSR-BI] cells, fluorescence, single point. Scavenger receptor class B member 1 (Mus musculus), Q61009. inhibition, % at 12.5 µM. ldlA[mSR-BI] CHO cells, DiI-HDL uptake fluorescence, 3 h. 0.96% of 320,000 active;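 active means mean replicate inhibition of at least 70% and a set share of replicates each scoring 70 or more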;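 further: 0% = median of neutral control wells and 100% = median of positive control wells; values of inactives mirror those of a sister screen read the other way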
Keap1-Nrf2 PPI = Keap1-Nrf2 protein-protein interaction inhibitors, primary screen, biochemical, fluorescence polarization, single point. Kelch-like ECH-associated protein 1 (Homo sapiens), Q14145. Keap1 Kelch-Nrf2 peptide fluorescence polarization, 1536-well. inhibition, % at 9.4 µM. 0.15% of 340,000 active; in the data active means inhibition above about 12%;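 further: human Keap1 Kelch domain with fluorescein labeled Nrf2 9mer peptide probe; 0% = neutral control wells and 100% = peptide positive control; higher means more block of Keap1 binding to Nrf2 peptide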
Target sequence (Q14145 whole entry, looked up, the tested form may be a part): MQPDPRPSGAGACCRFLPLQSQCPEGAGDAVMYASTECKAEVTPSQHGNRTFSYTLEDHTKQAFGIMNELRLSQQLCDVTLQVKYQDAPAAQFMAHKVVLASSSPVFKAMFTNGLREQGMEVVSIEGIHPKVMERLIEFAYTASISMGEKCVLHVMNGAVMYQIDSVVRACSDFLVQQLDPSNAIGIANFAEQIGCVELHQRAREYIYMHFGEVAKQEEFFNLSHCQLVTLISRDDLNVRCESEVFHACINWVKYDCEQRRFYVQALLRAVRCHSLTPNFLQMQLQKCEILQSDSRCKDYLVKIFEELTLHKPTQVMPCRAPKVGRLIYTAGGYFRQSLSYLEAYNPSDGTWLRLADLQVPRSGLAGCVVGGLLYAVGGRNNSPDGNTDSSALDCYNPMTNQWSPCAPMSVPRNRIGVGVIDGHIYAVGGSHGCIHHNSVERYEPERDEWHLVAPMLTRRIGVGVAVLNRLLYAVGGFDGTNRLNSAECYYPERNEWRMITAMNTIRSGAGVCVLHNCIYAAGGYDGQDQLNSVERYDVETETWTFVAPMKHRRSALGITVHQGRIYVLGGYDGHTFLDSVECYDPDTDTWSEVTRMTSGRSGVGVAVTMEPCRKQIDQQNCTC
PvdQ inh = P. aeruginosa PvdQ acylase inhibitors, primary screen, biochemical, fluorescence, plate reader and imaging, single point | PvdQ acylase [Pseudomonas aeruginosa LESB58] | purified PvdQ acylase | inhibition, % at 10 µM | 0.063% of 340,000 active | AID 488965, 2010; in the data active means inhibition above about 30%, passing the limit was not always enough;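 further: 0% = vehicle neutral wells and 100% = reference inhibitor wells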
PKA-R2B activ = activators of PKA-R2B holoenzyme, primary screen, biochemical, fluorescence polarization, Cy5-IP20, human; cAMP-dependent protein kinase catalytic subunit beta (Homo sapiens) + cAMP-dependent …; PKA-R2B holoenzyme dissociation; R2B truncated from residue 108, S112A mutant; 0% DMSO only, 100% 113 µM cGMP; activation, % at 11.4 µM; 0.079% of 340,000 active; AID 504700, 2011;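 active means activation above a cutoff set at the mean over all compounds plus 3 SD, cut at about 18% in these data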;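 further: higher means more holoenzyme dissociation and a rise in polarization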
Target sequence (P31323 whole entry, looked up, other chains not shown, the tested form may be a part): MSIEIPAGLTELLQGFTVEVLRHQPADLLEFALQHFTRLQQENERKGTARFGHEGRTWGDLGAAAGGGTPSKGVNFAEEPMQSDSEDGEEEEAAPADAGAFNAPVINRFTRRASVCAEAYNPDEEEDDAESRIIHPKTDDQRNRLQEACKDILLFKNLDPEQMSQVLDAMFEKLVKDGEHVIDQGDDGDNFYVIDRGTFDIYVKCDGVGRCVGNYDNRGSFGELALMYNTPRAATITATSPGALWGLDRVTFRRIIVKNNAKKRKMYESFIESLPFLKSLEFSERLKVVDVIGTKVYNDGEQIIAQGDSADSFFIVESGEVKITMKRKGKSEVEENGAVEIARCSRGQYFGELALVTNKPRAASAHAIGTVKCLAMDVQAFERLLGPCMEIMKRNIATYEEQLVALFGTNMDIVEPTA
NSD2 HMT inh = NSD2 histone methyltransferase inhibitors, primary screen, biochemical, AlphaScreen, single concentration, set 2; Histone-lysine N-methyltransferase NSD2 (Homo sapiens), O96028; NSD2 peptide methylation, 120 min; inhibition, % at 12.5 µM; 0.54% of 310,000 active; AID 743445, 2014; in the data active means inhibition above about 50%
Arrestin-AP2 inh = inhibitors of beta-arrestin/AP2 binding, primary screen, biochemical, GPCR trafficking, flow cytometry | beta-arrestin 1 C-terminal peptide binding to AP2 beta2-adaptin appendage (human) | 0.31% of 340,000 active | AID 504490, 2011 | inhibition, % at 10 µM | FITC-arrestin peptide / GST-AP2 beads; AP2 beta2 appendage carries R879A mutation;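 active means inhibition above a set limit, near 3 SD of compounds lacking own fluorescence, cut at about 54% in these data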;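 further: plate controls were DMSO wells for no effect and 5 µM unlabelled arrestin peptide for full effect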
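Measured by: flow cytometry, FL1 (488/535 nm); Material: AP2 appendage R879A on GSH beads; Evaluation: percent response; Timing: pre-incubation 12 min, peptide binding 1 h, room temperature; Also added: 50 nM FITC-arrestin peptide; Medium: PBS with 0.05% Tween 20 and 0.1% BSA.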
* marks the source's active call; other numbers are inactive results; . = no result given; & = joins results of further samples.

SMILES	DAGLB inhibitor	SR-BI DiI-HDL act	C-LANA FP	RTF Ca sens inh	SR-BI HDL uptake	Keap1-Nrf2 PPI	PvdQ inh	PKA-R2B activ	NSD2 HMT inh	Arrestin-AP2 inh
Cc1c(C)n(Cc2ccc(F)cc2)c2ccc(C(=O)NCCCN3CCOCC3)cc12	1	-27	-0.2	2	27	2	8	-6	13	21
COCc1ccc(CN2CCCCC2C(=O)Nc2ccc(Oc3ccccc3)nc2)o1 (configuration not stated)	-4	-10	3.3	-8	10	-6	-12	-5	0	-9
COc1cc2c(C(=O)N3CCN(C)CC3)c(CSc3ccccc3)n(C)c2cc1Br	-3	-10	-2.0	6	10	-6	8	1	.	36
C/C(=N\Nc1ncc(Cl)cc1Cl)c1ccccn1	-8	-69	3.2	-13	69	1	-5	-4	.	36
COc1ccc(C(=O)N2CCC(C(=O)Nc3cccc(C)c3)CC2)cc1OC	5	11	-1.9	-6	-11	1	-8	-2	0	-2
CC(C1CC1)N(C(=O)c1ccccc1O)c1ccccc1 (configuration not stated)	-2	-1	0.5	3	1	-1	-12	-11	0	-7
Nc1c2c(nc3ccccc13)CSCC2	-1	17	0.3	-6	-17	-10	-12	-5	1	-5
CSC1=N/C(=C/c2cccnc2)C(=O)N1Cc1ccccc1	0	2	-0.3	-2	-2	2	15	3	-2	13
COC(=O)c1ccc(COc2ccc3ccc(=O)oc3c2)o1	-4	-4	0.2	0	4	-1	-19	-6	-2	1
Cc1cccc(-n2c(SCC(=O)N(C)C3CCS(=O)(=O)C3)nc3ccccc3c2=O)c1C (configuration not stated)	2	-6	-1.0	-14	6	-4	-13	4	-8	1
O=C(O)C1CCCN1C(=O)Nc1ccccc1 (configuration not stated)	-1	-2	2.5	-6	2	-5	-16	-6	.	-2
CCOC(=O)c1[nH]c2ccccc2c1CCCN1C(=O)c2ccccc2C1=O	-2	-32	0.1	10	32	-7	9	-6	0	11
CC1CCCC(C)N1C(=O)COC(=O)Cc1ccc(F)cc1 (configuration not stated)	-2	11	1.5	0	-11	3	10	-7	0	18
CN1C(=O)/C(=C/c2ccccc2Cl)Sc2ccc(C(=O)NCc3cccnc3)cc21	3	-43	-2.0	-1	43	0	1	-11	-2	-8
CCOC(=O)[C@H]1[C@H]2COc3ccc(C)cc3[C@@H]2N2C(=O)CN(Cc3ccccc3)C(=O)[C@@]12C	2	2	2.5	1	-4	-9	-5	-4	.	2
COc1ccc(N2CCN(C(=O)CSc3ncnc4c3cnn4-c3ccccc3C)CC2)cc1	0	22	-1.2	3	-22	-5	-14	-8	-1	-8
C[C@H](CO)N1C[C@H](C)[C@@H](CN(C)C(=O)Nc2ccc(C(F)(F)F)cc2)Oc2c(NS(=O)(=O)c3cn(C)cn3)cccc2C1=O	-3	-22	-6.9	-1	22	0	6	9	.	.
Nc1nc2ccc([N+](=O)[O-])c(N)c2s1	1	.	-1.3	-4	-14	4	6	-7	-7	18
CCOC(=O)N1CCN(CC(=O)Nc2cc3c(cc2C(C)=O)OCO3)CC1	-3	9	2.7	-5	-9	-2	-9	14	.	0
COc1ccc(C2=NN(c3nc4ccccc4s3)C(=O)C2)cc1	5	-22	1.2	7	22	-5	-20	-15	.	3
CCn1c(CCc2ccccc2)nc2ccccc21	1	-18	1.1	3	18	4	-9	1	-2	4
O=C1c2ccccc2C(O)(Cc2ccccc2)N1c1ccc2c(c1)OCO2 (configuration not stated)	2	-3	1.9	-1	3	1	11	-1	6	6
CCOc1ccc(-c2c(C(=O)N/N=C/c3ccsc3)nnn2-c2nonc2N)cc1	1	-62	0.8	-6	62	-3	-7	5	-1	2
CCNC(=O)COC(=O)CCC(=O)c1cccs1	2	0	-0.7	-4	0	-3	-8	-2	-1	9
CC(=O)Nc1nc(=S)ss1	0	-32	-0.6	-8	32	1	3	-10	2	-6
COc1ccc(NC(=O)CNS(=O)(=O)c2cccc3nonc23)c(OC)c1	3	-20	-0.7	-6	20	-5	3	-9	.	17
Cc1nn(Cc2ccccc2)c2c1C(c1cccc(Cl)c1)C(C#N)=C(N)O2 (configuration not stated)	2	-11	1.2	1	11	-5	2	-11	4	23
C=CCn1c(SCC(=O)NC(=O)NCc2ccco2)nc2sc(C)c(C)c2c1=O	3	45	-0.1	-6	-45	-5	-3	-8	-3	6
COc1ccc(-c2nnc(SCC(=O)N3CCCCC3)o2)cc1	0	24	-1.2	-6	-24	0	-13	-6	-3	5
COC(OC)c1ccnc(SCc2ccccc2Cl)n1	-6	-11	0.1	-11	11	-3	-27	5	.	-3
Cc1cccc(NS(=O)(=O)c2nnc(NC(=O)c3cccc(C)c3)s2)c1	6	16	-2.5	-8	-16	3	-17	2	.	12
CC(C)CN(CC(C)C)c1nnc(NC(=O)Cn2c(=O)oc3ccccc32)s1	-2	11	0.7	-4	-11	-1	-2	-9	.	5
CCCCCC(=O)NC(Nc1ccc(S(N)(=O)=O)cc1)C(Cl)(Cl)Cl (configuration not stated)	0	41	-0.6	-3	-41	1	5	0	-1	19
COc1ccccc1N(CC(=O)Nc1c(C)cccc1C)S(C)(=O)=O	1	-1	0.3	1	1	3	-9	-5	-4	-11
O=C(OCc1ccccc1)Oc1cncc(C(=O)O)c1	-2	43	-0.5	-2	-43	0	8	-5	1	-5
CCN1C=CC(=C2C(=O)c3ccccc3C2=O)C=C1	0	9	0.0	-1	-9	-4	3	0	0	10
O=C(NCc1cccs1)C1CCN(S(=O)(=O)c2ccc(Br)s2)CC1	0	16	0.7	-4	-16	0	-10	3	9	28
CCOC(=O)c1ccc(NC(=O)CSc2nnc(NC(=O)c3ccc(S(=O)(=O)N4CCOCC4)cc3)s2)cc1	-1	4	-2.1	5	-4	-2	4	-6	0	15
Cc1nc2sccn2c(=O)c1S(=O)(=O)Nc1cccc(Cl)c1C	0	7	-1.5	2	-7	1	19	2	.	19
COc1ccc(CN(C)C(=O)C(CCSC)NS(=O)(=O)c2ccc3c(c2)OCCO3)c(OC)c1OC (configuration not stated)	0	5	-1.0	-5	-5	-4	-4	6	0	-13
Cc1nc2cc(NC(=O)Nc3nccs3)ccc2n1C	0	14	-2.9	1	-14	-7	-11	-2	.	2
CCc1ccc(N2CC(C(=O)Nc3nc4ccc(S(C)(=O)=O)cc4s3)CC2=O)cc1 (configuration not stated)	1	.	-2.7	-11	.	-4	1	6	23	37
CSc1nc(C)cc(Oc2ccc(=O)n(C)n2)n1	-2	13	-1.2	7	-13	-1	-1	8	-2	-5
O=c1[nH]c2ccccc2c2cn(-c3ccccc3)nc12	2	4	-0.9	2	-4	-2	-5	2	10	-5
CN(c1ccc(C(=O)Nc2ccc(S(=O)(=O)N3CCCC3)cc2)cc1)S(C)(=O)=O	.	-5	-0.8	.	5	-3	-15	.	-8	-1
O=C(NCCCN1CCOCC1)c1cccc(S(=O)(=O)Nc2cc(Cl)ccc2Cl)c1	0	3	0.2	5	-3	-7	-10	1	-1	3
CCOc1ccc(S(=O)(=O)N2CCC(c3ccccc3)CC2)cc1C(=O)O	1	21	2.0	-10	-21	-1	-5	1	-1	32
Cn1cc(Cl)c(C(=O)N2CCN(c3ncccn3)CC2)n1	-6	11	2.3	-10	-11	0	-9	6	4	8
CCCCn1c(N)c(N(CC)C(=O)c2cc(C)cc(C)c2)c(=O)[nH]c1=O	0	.	-0.5	-2	.	0	-16	3	-1	8
COc1ccc(-c2nc(N3CCCCCC3)sc2C(=O)c2ccccc2)cc1	-9	-32	-0.2	-5	32	-5	-2	-6	-2	34
COc1cc(C(=O)OC(C)CN2CCOCC2)cc(OC)c1OC (configuration not stated)	0&0	10	0.5&-0.3	-5&-8	-10	0&0	-14&-17	-9&1	1&-5	1&-5
COc1cc(C(=O)NNC(=O)/C=C/c2ccccc2)cc(OC)c1OC	-1	-3	-0.5	-3	3	-2	0	-13	.	9
Cc1cc(NC(=O)c2c(Cl)c(C)nn2C)no1	-2	24	-1.4	-6	-24	-3	-12	-1	0	8
CC(CNC(=O)c1cc(COc2c(F)cccc2F)on1)c1ccccc1 (configuration not stated)	-7	1	0.2	-14	-1	-2	-8	-10	-4	-12
O=C(Nc1cccc2[nH]ncc12)NS(=O)(=O)c1ccccc1	1	25	0.7	-3	-25	-3	-21	-2	.	-5
O=c1c2ccccc2n(Cc2cccc(F)c2)c(=O)n1C1CCCC1	15	-13	0.1	-21	13	-1	-9	-4	0	7
COc1ccc(C(=O)CSc2nc(N)nc(SC)c2C#N)cc1	1	-20	0.0	-2	20	-1	-4	-3	0	-3
Cc1cc(C)n(-c2ccc(C(=O)OCc3nnc(-c4ccccc4)o3)cc2)n1	0	-2	-0.5	2	2	-2	-6	-17	-1	0
COc1ccc(C(NC(=O)C2C3C=CC(C3)C2C(=O)O)c2ccccc2)cc1 (configuration not stated)	-2	-11	-0.5	3	11	-2	-16	-9	2	5
COc1ccc(C(C)=O)cc1CN1CCCCC1	-2	-6	-1.3	-4	6	-3	-10	-4	-5	-3

(next part)
SMILES	DAGLB inhibitor	SR-BI DiI-HDL act	C-LANA FP	RTF Ca sens inh	SR-BI HDL uptake	Keap1-Nrf2 PPI	PvdQ inh	PKA-R2B activ	NSD2 HMT inh	Arrestin-AP2 inh
COc1ccc(N2CCN(S(=O)(=O)CCNS(=O)(=O)c3ccccc3)CC2)cc1	3	-27	1.6	-12	27	-3	-13	-1	0	-9
O=S(=O)(O)c1cc2onnc2c2ccccc12	2	16	4.3	-9	-16	5	-19	-11	-1	-13
CSc1ccccc1NC(=O)Cn1ccsc1=N	1	9	-0.1	-14	-9	4	-9	-7	-3	17
Cc1ccc(NC2=CC(=O)CC(C)(C)C2)cc1F	-5	2	0.4	-9	-2	-2	-8	-5	-2	-4
